hcGAS lum: inhibitors of human cGAS. Q8N884. recombinant h-cGAS, ATP depletion, Kinase-Glo luminescence. inhibition, % at 12.5 µM. hit rate 0.081% among 290,000. AID 1259398;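 also: 0% = vehicle reaction and 100% = reaction without DNA for no activity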
Target sequence (Q8N884 whole entry, looked up): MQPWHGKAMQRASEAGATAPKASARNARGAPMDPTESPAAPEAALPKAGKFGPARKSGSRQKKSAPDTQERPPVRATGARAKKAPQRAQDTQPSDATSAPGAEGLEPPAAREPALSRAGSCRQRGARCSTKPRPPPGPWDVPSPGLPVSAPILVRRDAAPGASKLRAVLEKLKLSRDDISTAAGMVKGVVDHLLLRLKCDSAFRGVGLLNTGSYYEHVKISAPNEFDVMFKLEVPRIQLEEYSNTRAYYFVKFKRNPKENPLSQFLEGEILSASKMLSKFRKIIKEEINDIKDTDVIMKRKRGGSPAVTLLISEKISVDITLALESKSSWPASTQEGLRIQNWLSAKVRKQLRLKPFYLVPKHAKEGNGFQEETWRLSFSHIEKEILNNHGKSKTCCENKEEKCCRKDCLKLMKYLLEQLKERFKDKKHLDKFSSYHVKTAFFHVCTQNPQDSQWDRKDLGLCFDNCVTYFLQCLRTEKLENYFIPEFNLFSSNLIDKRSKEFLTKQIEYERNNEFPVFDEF
NPYLR7 agonist: mosquito NPYLR7 agonism; HEK293T NPYLR7/Galpha15, GCaMP6s calcium fluorescence; activation, % at 10 µM; hit rate 0.15% among 270,000; in the data active = activation above about 40%;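 also: 0% = vehicle and 100% = reference agonist at the receptor; some compounds past the cut are filed as inactive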
mcGAS inh: blocks mouse cGAS activity | inhibition, % at 12.5 µM | recombinant cGAS, Kinase-Glo ATP depletion luminescence | hit rate 0.15% among 160,000 | Q8C6L5;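 also: 0% = negative control wells and 100% = reference inhibitor with no enzyme activity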
* hit, by the source's call; nt = no result given; & = joins results of further samples. Rule as the data show it, unless noted: active = inhibition above about 40%; inactive = the rest.

SMILES	hcGAS lum	NPYLR7 agonist	mcGAS inh
Cc1ccccc1Cn1c(CCNC(=O)c2ccco2)nc2ccccc21	-5	-3	-8
CC(NC(=O)Nc1cccc2ccccc12)C(=O)N1CCCC1 (stereo not given)	-7	4	nt
COc1ccc(/C=C2\N=C(c3cccc(F)c3)OC2=O)c(OC)c1	-2	-1	-3
Cc1cccc(C(C(=O)NCC2(CN3CCOCC3)CC2)N(C)C)c1 (stereo not given)	-2	7	nt
CNC(=O)c1nn(CCOc2ccc(C)cc2)c(=O)c2ccccc12	-8	1	nt
CC(C)Cc1nc(CN(C)c2ncnc3c2CCN(C(=O)C2CC2)C3)no1	-1	4	-7
O=C1NCC2(CCCN(c3nc4ccccc4s3)CC2)O1 (stereo not given)	-5	2	nt
CCc1nc2ccc(C(=O)Nc3ccc(Cl)c(Cl)c3)cn2c1N(C)Cc1nccs1	-2	-9	-1
CC1CN(c2cc(Oc3ccc(Cl)cc3F)ncn2)CCN1C(=O)COc1ccccc1 (stereo not given)	-7	7	-4
COc1ccc(OC)c(-c2cc(Cl)c3c(c2)CC(CNC(=O)c2c(F)ccc(F)c2F)O3)c1 (stereo not given)	-6	14	-8
CC(C)c1nc2cc(C(=O)NCc3csc(Cc4ccccc4)n3)ccc2o1	-5	2	-6
CCC(c1ccccc1)N1CCN(CC(=O)NCCOC)CC1 (stereo not given)	-11	3	nt
O=C(Cc1csc(-n2cccc2)n1)Nc1ccc(F)c(F)c1	3	-1	nt
COc1ccccc1C(=O)N(Cc1nc2cc(Cl)ccc2o1)C1CC1	-5	-2	-4
CCCCCn1c(N2CCCC2)nc2c1c(=O)[nH]c(=O)n2C	-13	nt	-8
O=C(NCc1cccnc1)N1CCN(S(=O)(=O)c2cccc([N+](=O)[O-])c2)CC1	-7	2	nt
CC(O)CCC(=O)NCCc1nc2ccccc2n1Cc1ccccc1 (stereo not given)	2	-6	nt
COC(=O)Cc1cc(=O)[nH]c(SCCCC#N)n1	-9	6	-1
CC(=O)N1CCC(Oc2ccc(Cl)cc2C(=O)N(C)Cc2nccs2)CC1	-8	6	nt
OC(c1ccc(CN(CCN2CCOCC2)Cc2ccccc2)o1)(c1cccs1)c1cccs1	3	-8	0
CC(c1ccc2c(c1)OCCO2)N(C)Cc1ncccc1C(=O)O (stereo not given)	-5	12	nt
CNC1CCCN(CCCc2ccccc2)C1 (stereo not given)	-5	8	-17
Cc1nn(C)c(Cl)c1C(=O)OC(C)C(=O)Nc1sccc1C(N)=O (stereo not given)	-8	6	nt
COc1ccc(-n2nc(C(C)C)nc2CCN2CCCCC2)cc1	-10	0	nt
CC(=O)N1CCN(c2ncccc2CNC(=O)CCCc2cccs2)CC1	-7	19	nt
CSC(C)(C)CNC(=O)NCCCc1nc(C)cs1	-16	2	nt
Fc1ccc(CNc2ccn3nccc3n2)cc1	-13	3	nt
N=C(N)SCc1cn2ccccc2n1	-9	5	nt
Cc1ccc([N+](=O)[O-])cc1S(=O)(=O)Cl	-7	-5	-9
Cc1ccc(F)cc1S(=O)(=O)NCc1ccnc(N2CCCC2)c1	-19	3	nt
COc1ccc2c(c1)C1(SC(C)(C)CN1C(=O)c1ccccc1F)C(=O)N2 (stereo not given)	-9	4	-5
CCOc1ccccc1NC(=O)CSc1ccc2nnc(-c3ccccc3)n2n1	-1	1	-4
Cc1ccccc1-c1ccccc1C(=O)N1CCC2(CCCO2)CC1	-6	8	-13
COc1ccc(-n2c(=O)[nH]c3c(C(N)=O)nc(-c4cccc(F)c4)nc32)cc1OC	-4	25	-9
O=C(c1ccc(F)cc1F)N1CCc2ccccc2C1c1ccc(F)cc1 (stereo not given)	-9	18	-2
OCCC1CN(Cc2ccc3cc(F)ccc3n2)CCN1C1CCCCC1 (stereo not given)	-5	14	-3
O=C(Cc1ccccc1O)N1CCn2nc(C(=O)N3CCCC3)cc2C1	-1	6	nt
CCCc1[nH]n(-c2ccc(Cl)c(Cl)c2)c(=O)c1C1=C([n+]2ccccc2)C(=O)N(CCC)C1=O	-7	2	-9
CCOC(=O)CSc1nc(N)c2c3c(sc2n1)CCC3	-4	9	nt
CCC(Sc1ncc(S(=O)(=O)c2ccccc2)c(N)n1)C(=O)Nc1c(C)cccc1C (stereo not given)	-5	-1	-1
CC(C)C(C)N(CC(=O)OCc1ccccc1)Cc1cccn1Cc1ccc(C(F)(F)F)cc1 (stereo not given)	-5	2	-9
CCN(CC)S(=O)(=O)c1cccc(C(=O)Nc2ccc(F)cc2)c1	-3	-5	-6
O=C1CN(C(=O)c2ccc(Cl)cc2)CC(O)CN1CC1CC1 (stereo not given)	6	22	-4
COCC(O)CN(Cc1cccn1Cc1cccc(OC)c1)C1CC1 (stereo not given)	-5	nt	-3
CCOCCCN(CC(=O)N(Cc1ccc(F)cc1)Cc1ccco1)C(=O)C(c1ccccc1)c1ccccc1	1	-1	-3
Cc1ccsc1-c1nc(CN2[C@H]3CCNC[C@@H]2CC3)c(C)o1	-2	2	-2
CC(C)CC(=O)N1CCC(C(=O)N2CCCCCCNC(=O)CC2)CC1	-14	nt	-5
COCCN(CC(=O)N(CCc1c[nH]c2ccccc12)Cc1ccccc1OC)C(=O)Nc1ccc(Cl)cc1Cl	-4	21	-5
CCC[n+]1c2ccccc2cc2ccccc21	-2	4	nt
CCc1cccc2c(-c3csc(CC(=O)OC)n3)c[nH]c12	-6	17	1
CC(C)(Oc1ccc(Cl)cc1)C(=O)N1CSCC1C(=O)O (stereo not given)	1&-2	-19&-24	nt
C=c1c(C#N)c2[nH]c(N)c(C#N)c(C)c-2/c1=C\c1c[nH]c2ccccc12	-6	2	21
CCCCN(CC)C(=O)c1nc(N(CC)CC)ncc1Cl	-10	2	nt
Cc1ccc(C(=O)CC(C(=O)O)n2ccc(C)n2)cc1 (stereo not given)	1	-7	-5
CC(=O)c1cc(C(=O)N2CCC(CCC(=O)Nc3ccccc3)CC2)cs1	-11&-1	5	nt
N#CC1C(=N)Oc2cc(N)ccc2C1C1CCCCC1 (stereo not given)	-5&-8	10&-6	-4
COc1ccc(NC(=O)N2CCC(CCc3ccc(C(F)(F)F)cc3)CC2)cc1	-8	8	-7
CN(C)c1ccccc1C(=O)N1CCCC(CO)(Cc2cccc(Cl)c2)C1 (stereo not given)	-9	6	nt
COc1cc(/C=C/C(=O)Oc2coc(CSc3ncccn3)cc2=O)cc(OC)c1OC	0	-14	1
O=S(=O)(c1ccc2c(c1)CCCC2)N(Cc1ccsc1)Cc1ccccn1	-1	18	nt

Additional structures
SMILES	hcGAS lum	NPYLR7 agonist	mcGAS inh
CCC(C(=O)Nc1cc(-c2ccc(Cl)cc2)nn1-c1cc(Cl)ccc1Cl)c1ccccc1 (stereo not given)	-4	23	-8
Cc1ccccc1CN1CCC(CN(Cc2cccnc2)C(=O)c2cnn(C(C)C)c2)CC1	4	2	nt
Clc1ccccc1Cn1cccc1CNC1CC1	-4	15	nt
Clc1ccc(OCCn2c3ccccc3c3nc4ccccc4nc32)cc1	-5	0	nt
CCCn1c(C)c(CC(=O)NCc2nccn2CC)c2c1CC(C)(C)CC2=O	-8	4	nt
CC(C)CC(=O)Nc1sc2c(c1C(=O)OCC(=O)N(C)C)CCC2	-6	14	-5
CCOC(=O)c1c(-c2ccc(F)cc2)cn2c1SCC2=O	-8	-1	nt
O=C(Nc1cc(Oc2ccc3c(c2)CCC3)cc([N+](=O)[O-])c1)c1cnn2c(C(F)(F)F)cc(-c3ccco3)nc12	-5	10	-6
Cc1ccccc1-n1ccc2nc(N3CCOCC3)ncc2c1=O	-15	10	nt
C[C@H](Oc1cc(-c2cnn(C3CCNCC3)c2)cnc1N)c1c(Cl)ccc(F)c1Cl	-4	7	-8
COc1cc(C(=O)N2CCOC(c3ccccc3)C2)ccc1F (stereo not given)	-5	24	nt
O=C(Cn1cnc([N+](=O)[O-])n1)N/N=C\c1cccc(Oc2ccccc2)c1	-2	-8	-6
CC(C)(C)Nc1nc(Cl)nc(Nc2ccc(Cl)cc2)n1	3	-7	3
CC(Oc1ccc(Cl)c(CO)n1)c1ccccc1 (stereo not given)	2&-14	-1&5	-7
CC1CC(C)CN(C(=O)COC(=O)C(C)NC(=O)C(C)(C)C)C1 (stereo not given)	-6	11	nt
COc1cccc(-c2cc(C(=O)NC(C)(C)C)n3nc(C(C)(C)C)cc3n2)c1	-5	3	-5
CCOC(=O)c1ccc(CN2CCCC(C)(C(=O)NCCOC)C2)cc1 (stereo not given)	-1	6	-2
Cc1cccc(Nc2ncccc2C(=O)Nc2ccc(Cl)cc2)c1C	-6	-5	-3
Cn1c(CCNC(=O)c2ccccc2C2CCNC2)nc2ccccc21 (stereo not given)	-2	22	nt
COc1ccc(NC(=O)N(Cc2nc(C(=O)N3CCN(C(C)=O)CC3)cs2)C(C)C)cc1	-8	8	-7
C=c1ccc(C)cc1=C1NN=C(NC(=O)CCSc2ccc(C)cc2)O1	1	12	nt
O=C(CCn1c(=O)oc2cc(S(=O)(=O)N3CCCC3)ccc21)Nc1cccc(Cl)c1Cl	8	-2	0
Cc1c(C(=O)C(F)(F)F)c2ccccc2n1CC(N)=O	-9	11	nt
COc1ccc(CC(=O)NCc2nnnn2-c2ccc(OC)cc2)cc1	-4	2	-8
CCc1nc2n(n1)C(=O)C(C(c1cccs1)N1CCCCC1)S2 (stereo not given)	-8	1	-8
CCN(CC)S(=O)(=O)c1c(OC)cc(C)c(Cl)c1C	-1	4	nt
O=C(NC(=S)NC1=NCCS1)C(c1ccccc1)c1ccccc1	-8	9	nt
COc1ccc(C=C2C(=O)Nc3ccccc32)c(OC)c1	-2	-3	nt
CN(Cc1ccsc1)Cc1nc(Cc2cccc(C(F)(F)F)c2)no1	-7	10	nt
CN(C)CCCN(C(=O)C1=COCCO1)c1nc2c(F)cccc2s1	-1	2	-5

Single values from the entries so far:
hcGAS lum, COc1ccc(CC(=O)NCc2nnnn2-c2ccc(OC)cc2)cc1 → -4
hcGAS lum, CCOC(=O)c1ccc(CN2CCCC(C)(C(=O)NCCOC)C2)cc1 (stereo not given) → -1
hcGAS lum, C=c1ccc(C)cc1=C1NN=C(NC(=O)CCSc2ccc(C)cc2)O1 → 1

New compounds follow:
SMILES	hcGAS lum	NPYLR7 agonist	mcGAS inh
CC(C)CNC(=O)c1cc(NC(=O)c2ccc3c(c2)OCO3)ccc1N1CCCC1	-4	-7	-4
CCc1nc2ccc(C(=O)N3CCN(c4ccccc4)CC3)cn2c1N(CCC(C)C)CCN(C)C	1	-5	2
CCC(=O)C1=C(c2ccc(C(C)C)cc2)N(C(=O)CC)n2c(C)nnc2S1	-12	3	nt
c1ccc2c(c1)CC1(CCCCC1)n1c(-c3ccncc3)nnc1-2	-10	16	nt
COC(=O)c1cc(Cl)c2c(c1)CC(CNC(=O)c1ccccc1C(F)(F)F)O2 (stereo not given)	-5	19	nt
C=CCNC(=O)C(NC(=O)c1ccccc1)C1CCN(C(=O)c2cccc(C)c2)CC1 (stereo not given)	-8	4	-6
Cc1c(C(=O)N2CCN(c3ncccc3NC(=O)c3ccc4c(c3)OCO4)CC2)oc2ccccc12	-4	21	-5
Cc1cc(C)n(CCNC(=O)Cc2csc(-c3ccccc3)n2)c(=O)n1	-3	0	-13
Fc1ccc(C2=NOC(CNCc3cccc(F)c3)C2)cc1 (stereo not given)	-1	-2	-5
COc1ccc(Br)cc1CSc1nnnn1C1CC1	-8	5	nt
O=C(NCCS(=O)(=O)NC1CCCC1)c1ccc(F)cc1	-2	2	nt
COc1ccc(S(=O)(=O)Oc2ccc(/C=C3\C(=N)N4N=CSC4=NC3=O)cc2OC)cc1	-6	-1	nt
COCCN(Cc1nc2scc(-c3ccccc3F)c2c(=O)[nH]1)CC(O)Cc1ccccc1 (stereo not given)	-5	4	-4
COC(=NCC(C)C)NC(=O)c1cccc(C(F)(F)F)c1	-1	-2	-3
COc1ccc(-c2ccnc(SCc3csc(-c4c(F)cccc4F)n3)n2)cc1	-6	25	-6

Single records (already shown). Order of screens: hcGAS lum | NPYLR7 agonist | mcGAS inh
COc1ccc(S(=O)(=O)Oc2ccc(/C=C3\C(=N)N4N=CSC4=NC3=O)cc2OC)cc1 is entered as -6 | -1 | nt
Cc1c(C(=O)N2CCN(c3ncccc3NC(=O)c3ccc4c(c3)OCO4)CC2)oc2ccccc12 is entered as -4 | 21 | -5
O=C(NCCS(=O)(=O)NC1CCCC1)c1ccc(F)cc1 is entered as -2 | 2 | nt

A different layout for part of the listing above.
Structure,hcGAS lum,NPYLR7 agonist,mcGAS inh
O=C(NCCS(=O)(=O)NC1CCCC1)c1ccc(F)cc1,-2,2,nt
COc1ccc(-c2ccnc(SCc3csc(-c4c(F)cccc4F)n3)n2)cc1,-6,25,-6
CCc1nc2ccc(C(=O)N3CCN(c4ccccc4)CC3)cn2c1N(CCC(C)C)CCN(C)C,1,-5,2
COc1ccc(Br)cc1CSc1nnnn1C1CC1,-8,5,nt
Fc1ccc(C2=NOC(CNCc3cccc(F)c3)C2)cc1 (stereo not given),-1,-2,-5
COCCN(Cc1nc2scc(-c3ccccc3F)c2c(=O)[nH]1)CC(O)Cc1ccccc1 (stereo not given),-5,4,-4

Next section:
SMILES	hcGAS lum	NPYLR7 agonist	mcGAS inh
COC1(C)CC(NC(=O)N2CCC(n3ccnc3)CC2)C1(C)C (stereo not given)	-8	7	nt
CCCN(CCc1c[nH]c2ccc(NC(=O)c3ccccc3OC(F)(F)F)cc12)CC1CC1	7	8	-5
Nc1ccn(C[C@@H](CO)OCP(=O)(O)O)c(=O)n1	-7	-5	-10
COc1ccc(Cl)cc1-n1c(C)c(C)n2c3c(=O)n(C(C)C(C)=O)c(=O)n(C)c3nc12 (stereo not given)	0	1	nt
Cc1nc2c(c(=O)c3ccccc3n2C)c2nc3ccccc3n12	2	-3	-3
CCN(CC(=O)Nc1sccc1C#N)Cc1ccc2c(c1)OCO2	-11	8	nt
O=C(Cc1ccc(N2CCNC2=O)cc1)N1CC(c2cccnc2)C1	2	1	-14
O=C(c1cccc(Br)c1)N1CCC(c2ccc(F)cc2)CC1	-7	-8	-7

Source: PubChem BioAssay

This is a random part of the collection (roughly 0.26% active in at least one column).
